High-throughput results from PubChem BioAssay.
Tau FP inhib: qHTS for Inhibitors of Tau Fibril Formation, Fluorescence Polarization. Potency, µM (titrated, usually from 57.7 µM), for inactives: at the highest dose activity, negative = inhibition, usual class: inhibitors. K18 P301L tau heparin fibrillization, Alexa594 FP, 6 h. 280,000 compounds, 0.39% hits. Microtubule-associated protein tau (Homo sapiens), P10636; also: potency is read from the fitted curve at half-maximal effect; % is scaled to controls: 0 for no effect and ±100 for the full control effect; nearly all actives have a fitted effect of over 55% in size
Target sequence (P10636 561-689 P618L limits assumed): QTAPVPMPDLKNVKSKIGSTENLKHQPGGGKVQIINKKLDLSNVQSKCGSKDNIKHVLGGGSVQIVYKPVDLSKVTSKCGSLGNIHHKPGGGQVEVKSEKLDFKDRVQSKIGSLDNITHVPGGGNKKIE
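Heparin (20 uM) drove fibril formation of recombinant tau K18 P301L, 15 uM unlabeled with 0.24 uM Alexa 594 label, for 6 hr at 37 C in 100 mM sodium acetate pH 7. Fluorescence polarization (555/632 nm) read 1 hr after 30 uM ThT.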
CBFb-RUNX1 inh: qHTS Assay for Compounds Blocking the Interaction Between CBF-beta and RUNX1 for the Treatment of Acute Myeloid Leukemia; Potency, µM (titrated, usually from 59.8 µM), for inactives: top-dose activity, negative = inhibition, hits mostly inhibitors; 230,000 tested, under 10 active; AID 1477, 2009; AlphaScreen CBFb-His/RUNX1-biotin binding, biochemical; also: % of control where 0% means no effect
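His-tagged CBF-beta and biotinylated RUNX1 (30 nM each) were premixed 20 min at room temperature, exposed to compound for 15 min, then given nickel-chelate and streptavidin AlphaScreen beads (50 ng each). After 90 min, AlphaScreen signal was read.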
TRb-SRC2 inh: qHTS for Inhibitors of the Interaction of Thyroid Hormone Receptor and Steroid Receptor Coregulator 2 | TRbeta-SRC2 peptide binding, fluorescence polarization; receptor liganded with 1 µM T3 | Potency, µM (doses to about 106 µM), inactives show at the top dose activity change, negative = inhibition, actives largely listed as inhibitors | 280,000 compounds, 0.065% hits | AID 1469, 2008;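 also: potency is read from the fitted curve at half-maximal effect; plate controls were bound peptide for no effect and peptide without receptor for full effect; nearly all actives have a fitted effect of over 50% in size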
Target sequence (P10828 whole entry, looked up): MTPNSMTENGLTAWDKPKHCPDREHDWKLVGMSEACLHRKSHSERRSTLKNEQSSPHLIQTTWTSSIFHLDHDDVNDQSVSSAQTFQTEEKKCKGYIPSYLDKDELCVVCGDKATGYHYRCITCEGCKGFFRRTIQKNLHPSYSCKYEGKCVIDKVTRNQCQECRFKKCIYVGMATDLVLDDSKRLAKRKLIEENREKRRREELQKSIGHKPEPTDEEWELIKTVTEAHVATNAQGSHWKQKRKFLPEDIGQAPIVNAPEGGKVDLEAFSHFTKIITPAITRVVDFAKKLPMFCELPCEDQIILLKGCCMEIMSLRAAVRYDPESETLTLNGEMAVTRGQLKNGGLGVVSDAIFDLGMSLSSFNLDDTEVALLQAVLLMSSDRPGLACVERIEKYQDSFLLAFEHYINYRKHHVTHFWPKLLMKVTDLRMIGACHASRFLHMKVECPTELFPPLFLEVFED
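Fluorescence polarization of 20 nM Texas Red SRC2 peptide (20-aa NR interaction domain) bound to 0.6 uM human TRb ligand-binding domain, with 1 uM T3, after 5 hr at ambient temperature; inhibition seen as decreased polarization.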
TexasRed fluor: Total Fluorescence Counterscreen for Inhibitors of the Interaction of Thyroid Hormone Receptor and Steroid Receptor Coregulator 2; TRb/SRC2 Texas Red total fluorescence interference; Potency, µM (series often up to 106 µM), inactives show at the highest dose fluorescence change, negative = quenching; 280,000 compounds, 0.29% hits; active = well fitted curve in either direction with a large enough effect; inconclusive = small, poorly fitted or top-dose-only effect; also: potency is read from the fitted curve at half-maximal effect; % is scaled to controls: 0 for no effect and ±100 for the full control effect
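Human TRb ligand-binding domain at 0.6 uM with 20 nM Texas Red SRC2 peptide in Tris buffer containing 1 uM T3 and 5% DMSO, incubated with compound 5 h at ambient temperature. Total fluorescence (555/632 nm) calculated as parallel + 2 × perpendicular.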
Tau fluor counter: Counterscreen qHTS for Inhibitors of Tau Fibril Formation, Fluorescence Polarization | tau K18 P301L Alexa594 fluorescence, heparin fibrillization | Potency, µM (highest dose often 57.7 µM), for inactives: at the top dose activity change, negative = decrease | 280,000 compounds, 0.93% hits; also: potency is read from the fitted curve at half-maximal effect; % is scaled to controls: 0 for no effect and ±100 for the full control effect; nearly all actives have a fitted effect of over 55% in size
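Human tau K18 P301L (15 uM unlabeled, 0.24 uM Alexa 594-labeled) in 100 mM sodium acetate pH 7 with 20 uM heparin, 6 hr at 37 C. ThT 30 uM added, 1 hr ambient; Alexa 594 FP and total fluorescence read at 555/632 nm.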
Epigenetic derep: Quantitative High-Throughput Screen for Regulators of Epigenetic Control. murine LDR cells, GFP reporter derepression, 30 h. Potency, µM (doses to about 53.9 µM), for inactives: top-dose GFP activation, usual class: activators. AID 1865, 2009. 280,000 compounds, 0.2% hits; also: potency is read from the fitted curve at half-maximal effect; % of control where 0% means no effect; nearly all actives have a fitted effect of over 60% in size
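Murine LDR cells bearing a silenced CMV-driven GFP reporter were exposed to compound for 30 h at 37 C. After PBS washes, GFP-positive cells (20-120 um objects) counted by laser-scanning microplate cytometry.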
GLA spleen mod: qHTS Assay for Inhibitors and Activators of Human alpha-Galactosidase From Spleen Homogenate; Alpha-galactosidase A (Homo sapiens), P06280; human spleen homogenate, 4MU-alpha-Gal fluorescence, 40 min; Potency, µM (doses to about 80 µM), without a hit: at the top dose activity change, negative = inhibition, hits mostly inhibitors; 240,000 compounds, 0.008% hits; AID 2107, 2009;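 also: potency is read from the fitted curve at half-maximal effect; 0% = enzyme with vehicle and -100% = no enzyme basal signal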
Target sequence (P06280 32-429 limits assumed): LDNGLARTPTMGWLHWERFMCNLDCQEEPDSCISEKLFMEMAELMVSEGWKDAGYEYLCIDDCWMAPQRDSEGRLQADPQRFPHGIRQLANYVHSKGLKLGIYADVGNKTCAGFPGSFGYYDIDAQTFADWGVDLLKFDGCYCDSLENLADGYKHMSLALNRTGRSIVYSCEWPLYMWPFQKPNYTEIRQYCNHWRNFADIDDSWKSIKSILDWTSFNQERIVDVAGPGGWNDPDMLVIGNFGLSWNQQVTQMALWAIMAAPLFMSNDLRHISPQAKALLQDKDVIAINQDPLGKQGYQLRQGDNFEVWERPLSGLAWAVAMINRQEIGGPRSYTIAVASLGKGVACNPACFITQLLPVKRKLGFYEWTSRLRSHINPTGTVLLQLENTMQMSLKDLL
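Fluorogenic readout (Ex 365/Em 440 nm) of 4-methylumbelliferone released from 1 mM 4-MU-alpha-galactoside by spleen homogenate, 40 min at 37C, pH 5.0. Data normalized to no-enzyme and enzyme controls; Hill-equation AC50 from compound titrations.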
NPSR antagonist: qHTS Assay for Antagonists of the Neuropeptide S Receptor: cAMP Signal Transduction. AID 1461, 2008. CHO-NPSR cells, cAMP TR-FRET, antagonist mode. Potency, µM (top dose mostly 38.3 µM), for the others: at the highest dose activity change, negative = inhibition, actives largely listed as inhibitors. Q6W5P4. 220,000 compounds, 1% hits; also: potency is read from the fitted curve at half-maximal effect; % is scaled to controls: 0 for no effect and ±100 for the full control effect; nearly all actives have a fitted effect of over 50% in size; many of its hits are not listed in these tables
* = called active by the depositor; ? = inconclusive; · = no result given; & = joins results of further samples; [ ] = remark or other dose. Unless noted, calls follow the shape of the dose curve; as a rule, active = well fitted curve in the direction sought with a large enough effect; inconclusive = small, poorly fitted or top-dose-only effect, or another doubt; inactive = no such curve, though single readings can be large; an effect the other way counts as inactive or inconclusive.

SMILES | Tau FP inhib | CBFb-RUNX1 inh | TRb-SRC2 inh | TexasRed fluor | Tau fluor counter | Epigenetic derep | GLA spleen mod | NPSR antagonist
CCc1ccc(NC(=O)Cn2c(=O)n(Cc3nc(C)no3)c(=O)c3cc4c(cc32)OCO4)cc1 | ? | · | -7% | -2% | ? | 5.0% | · | ·
O=c1c(N2CCN(c3ccccc3)CC2)csc2ccc(Cl)cc12 | -13% | · | 22% | -12% | ? | -1.7% | · | ·
CCOC(=O)C1=C(C)N=C2c3ccccc3C(=O)C2C1c1ccccc1 (stereo not given) | -1% | -8% | -3% | -3% | ? | -2.3% | -15% | -13%[46.1 µM]
COc1ccc(NS(=O)(=O)c2ccc(Cl)c(NC(=O)c3cccnc3Cl)c2)cc1 | 6% | 6% | 2% | -2% | 2% | 1.6% | 10% | -5%
CCC(=O)N1CCc2cc(S(=O)(=O)Nc3cc(C)ccc3OC)ccc21 | 1% | · | -7% | 0% | -8% | 1.0% | · | ·
COc1ccc(NC(=O)CSc2nnc(-c3ccoc3C)n2CCc2ccccc2)cc1 | 3% | -5% | -1% | 0% | -20% | 0.0% | -22% | -27%[46.1 µM]
CCOC(=O)C1=C(C)OC(N)=C(C#N)C1c1ccc(OC)c(C)c1OC (stereo not given) | 1% | 1% | 1% | 0% | -1% | 1.0% | 12% | -12%[46.1 µM]
CCCc1ccc(Oc2coc3cc(OCC(=O)Nc4ccccc4C)ccc3c2=O)cc1 | -1% | 2% | 6% | 10% | -1% | 1.1% | 7% | -1%
Cc1ccccc1OCC(=O)Nc1nc(C)c(C(=O)N(C)C)s1 | 10% | 2% | 1% | -2% | 5% | -1.0% | -6% | -13%
Cc1ccc(N(Cc2ccco2)C(=O)c2ccc(N3CCCCC3)c([N+](=O)[O-])c2)cc1 | 8% | -1% | -2% | -3% | -13% | -0.6% | 0% | -60%
COC(=O)CSCC(=O)Nc1nnc(-c2cccc(C)c2)s1 | 3% | 5% | -3% | 1% | -2% | -3.7% | -5% | -13%
CCc1nn(CC(=O)Nc2c(C)cccc2C)c(=O)c2cc3sccc3n12 | 2% | · | -4% | -11% | 1% | 0.0% | · | ·
O=C(Cn1cnc2ccccc21)Nc1cccc([N+](=O)[O-])c1 | 12% | 3% | 9% | 0% | 3% | -2.2% | 10% | 1%
O=C(NCc1ccncc1)C(=O)N/N=C/c1ccc(OCc2ccccc2)cc1 | -5% | -12% | 5% | -3% | 2% | -1.3% | 5% | 13%
COc1ccc(O[C@H]2C=C[C@@H](c3ccccc3)O[C@@H]2COC(=O)CC/C(C)=N/O[C@@H](C)CN2CCCCc3nc(C)c(C)cc32)cc1 | 2% | -14% | 0% | -2% | -9% | -1.0% | -11% | 16µM*
COc1ccc2nc(N)sc2c1 | -2% | -1%[21.7 µM] | -5%[201 µM] | -6%[201 µM] | 0% | 0.9% | 2%&4% | -1%[46.1 µM]
Brc1ccc(-c2nnc3sc(CN4CCN(c5ccccc5)CC4)cn23)cc1 | 0% | -1% | 0% | -4% | -4% | -1.1% | 0% | -12%[46.1 µM]
O=C(O)c1cn(C2CCCCC2)c2ccccc2c1=O | -6% | 1% | -2% | -1% | -13% | -0.6% | 6% | 10%
Clc1ccccc1Nc1ncnc2c1nc1n2CCCCC1 | -3% | · | 14% | 8% | -19% | -1.2% | · | ·
CCOc1ccccc1NC(=S)N(CCC(C)C)C1CCN(C(C)=O)CC1 | 9% | 10% | -5% | 2% | 0% | 0.3% | 2% | -24%
CCC(C)NC(=O)Nc1ccc(Br)cc1Cl (stereo not given) | -1% | 11% | 4% | -2% | -4% | -1.2% | 10% | 19%
COc1ccc(OC)c(C2=NOC(C(=O)NCc3cccs3)C2)c1 (stereo not given) | -1% | -2% | -6% | 0% | -2% | -7.8% | 0% | 7%
CCn1c(SCC(=O)c2ccc(Br)cc2)nnc1C(C)NC(=O)Cc1ccc(OC)cc1 (stereo not given) | -7% | -1% | -5% | -1% | -2% | -6.1% | 7% | -2%[46.1 µM]
COc1ccc(NS(=O)(=O)c2ccc(SC)cc2)c(OC)c1 | 0% | 2% | -11% | -2% | -19% | -1.0% | 8% | -19%[46.1 µM]
COc1ccc(C)cc1NC(=O)Nn1cnnc1 | -3% | 4% | -2% | -7% | -9% | -1.0% | 1% | 3%[46.1 µM]
CS(=O)(=O)N(CC(=O)NC1CCCC1)Cc1ccc(F)cc1 | -2% | 5% | -1% | 0% | 4% | -0.4% | -2% | 8%
O=C(N/N=C\c1cn[nH]c1-c1ccccc1)c1cccs1 | 14% | -7% | 0% | 0% | 9% | 1.1% | -4% | 10%
CCOc1ccccc1CNC(=O)CCCn1ccc2cc(S(=O)(=O)N3CCCC3)ccc21 | ? | · | 4% | 0% | 0% | 2.4% | · | ·
Cc1ccc(C)c(NC(=O)N2CCC(N3CCN(Cc4ccc(F)cc4)C(=O)C3=O)CC2)c1 | -1% | · | 0% | -2% | 12% | -2.2% | · | ·
Cc1ccc2c(c1)c(C)c(C)n2CC(O)Cn1nc(C)c(Br)c1C (stereo not given) | 11% | 1% | -2% | -3% | ? | -1.6% | 0% | -22%[46.1 µM]
Cc1oc(-c2nc3ccccc3n2C)cc1C(=O)c1ccccc1 | ? | -26% | -1% | 5% | -7% | -2.0% | 1% | -19%[46.1 µM]
COc1ccc(-c2ccc3c(n2)CCCN3C[C@H](O)CN2CCCc3nc(C)c(C)cc32)cc1 | 3%[11.6 µM] | ? | -16%[11.2 µM] | -58%[11.2 µM] | -16%[11.6 µM] | 3.5%[10.1 µM] | -20%[17.5 µM] | ·
CCOC(=O)C(=O)c1c(-c2ccc(C)cc2)nc2ccccn12 | 6% | -2% | 1% | -2% | -4% | -1.6% | 2% | 0%
C=CCC1c2cccc(C(=O)O)c2C(=O)N1c1ccc(Cl)cc1 (stereo not given) | 4% | 3% | 4% | -2% | -4% | -0.1% | 5% | -4%[46.1 µM]
COC(=O)c1sc2nc(C)nc(SCC(=O)C(C)(C)C)c2c1C | -9% | 2% | 6% | 0% | -16% | 1.5% | 4% | -2%
CC1COC(=O)O1 (stereo not given) | · | 1% | 0% | -3% | · | · | 21% | ·
Cc1ccc(NC(=O)C2CCCN2S(=O)(=O)c2cccc3cccnc23)cc1 (stereo not given) | -3% | · | 4% | -16% | -16% | 0.8% | · | ·
Cn1c(SCC(=O)NCc2ccccc2)nc2c([nH]c3ccccc32)c1=O | 0% | -1% | 6% | 0% | -7% | -1.5% | 4% | -6%
CCOCCCn1c(SCC(=O)Nc2ccc(CC)cc2)nc2ccccc2c1=O | 2% | · | 0% | -1% | -21% | -1.3% | · | ·
CCOC(=O)c1oc2c(c1C)-c1nn(Cc3c(F)cccc3Cl)cc1CC2 | 10% | · | 3% | -1% | -3% | -1.9% | · | ·
C#CCOCCOCCOCCNc1nc(N2CCN(C(=O)[C@H](CCCCN)n3cc([C@@H](N)C(C)CC)nn3)CC2)nc(N2CCN(C(=O)[C@H](Cc3ccc(O)cc3)n3cc([C@@H](N)CC(C)C)nn3)CC2)n1 (stereo not given in full) | 6% | 13% | 6% | 0% | 10% | -2.0% | 1% | -24%
O=C(Nc1nnc(-c2ccc3c(c2)OCCO3)o1)C1CCCCC1 | -1% | 3% | -2% | -1% | -4% | -5.2% | 3% | 8%
CSCCC(/C(O)=C(\C#N)c1nc2ccccc2[nH]1)N1C(=O)c2ccccc2C1=O (stereo not given) | 3% | -8% | -3% | -3% | ? | 0.0% | -2% | -15%[46.1 µM]
COc1ccc(-c2nc(S(=O)(=O)c3ccccc3)c(N3CCC(C)CC3)o2)cc1 | -11% | · | 4% | 1% | ? | 1.0% | · | ·
Cc1cc(C)cc(-n2c(SCC(=O)Nc3ccccc3F)nc3c(oc4ccccc43)c2=O)c1 | -17% | · | -10% | ? | -16% | 0.0% | · | ·

Shown field by field: part of the list above
Cc1oc(-c2nc3ccccc3n2C)cc1C(=O)c1ccccc1
  Tau FP inhib: ?
  CBFb-RUNX1 inh: -26%
  TRb-SRC2 inh: -1%
  TexasRed fluor: 5%
  Tau fluor counter: -7%
  Epigenetic derep: -2.0%
  GLA spleen mod: 1%
  NPSR antagonist: -19%[46.1 µM]

Cn1c(SCC(=O)NCc2ccccc2)nc2c([nH]c3ccccc32)c1=O
  Tau FP inhib: 0%
  CBFb-RUNX1 inh: -1%
  TRb-SRC2 inh: 6%
  TexasRed fluor: 0%
  Tau fluor counter: -7%
  Epigenetic derep: -1.5%
  GLA spleen mod: 4%
  NPSR antagonist: -6%

Further records follow:
SMILES | Tau FP inhib | CBFb-RUNX1 inh | TRb-SRC2 inh | TexasRed fluor | Tau fluor counter | Epigenetic derep | GLA spleen mod | NPSR antagonist
Cc1[nH]c2ccccc2c1C(=O)CSc1ccccn1 | -13% | 3% | -1%[53 µM] | 0%[53 µM] | -19% | 2.4% | -6% | 8%
CCOC(=O)c1ccccc1-n1nnnc1C | -10% | 6% | 4% | -4% | -9% | 0.0% | -3% | 13%
COc1ccc(S(=O)(=O)c2cc3cc(OC)ccc3oc2=O)cc1 | -9% | · | -2% | -3% | 4% | 0.0% | · | ·
CCC1CCCCN1C(=O)c1noc(C(C)C)c1[N+](=O)[O-] (stereo not given) | 1% | -2% | 1% | 11% | -2% | 1.0% | -3% | 20%
COc1cccc(/C=N/Nc2nc(-c3cccnc3)nc3ccccc23)c1 | ? | 2% | -1% | 0% | ? | 2.0% | 10% | 14%
Cc1cccc(NC(=O)CSc2nnc(CSc3nc(C)cc(C)n3)n2Cc2ccco2)c1 | 10% | -5% | -9% | -1% | -2% | -4.2% | 1% | -16%[46.1 µM]

Not all compounds are listed, so the mix of outcomes need not match the whole.
